RORgamma inh = ROR gamma (mouse) transcription inhibition | Potency, µM (top dose mostly 53.6 µM), for the others: top-dose activity change, negative = inhibition, usual class: inhibitors | Drosophila S2 Gal4-RORgamma UAS-luciferase reporter, 20 h | AID 2551 | 310,000 tested, 5.4% active; also: % is scaled to controls: 0 for no effect and ±100 for the full control effect; nearly all actives have a fitted effect of over 60% in size
Target sequence (P51450 whole entry, looked up, the tested form may be a part): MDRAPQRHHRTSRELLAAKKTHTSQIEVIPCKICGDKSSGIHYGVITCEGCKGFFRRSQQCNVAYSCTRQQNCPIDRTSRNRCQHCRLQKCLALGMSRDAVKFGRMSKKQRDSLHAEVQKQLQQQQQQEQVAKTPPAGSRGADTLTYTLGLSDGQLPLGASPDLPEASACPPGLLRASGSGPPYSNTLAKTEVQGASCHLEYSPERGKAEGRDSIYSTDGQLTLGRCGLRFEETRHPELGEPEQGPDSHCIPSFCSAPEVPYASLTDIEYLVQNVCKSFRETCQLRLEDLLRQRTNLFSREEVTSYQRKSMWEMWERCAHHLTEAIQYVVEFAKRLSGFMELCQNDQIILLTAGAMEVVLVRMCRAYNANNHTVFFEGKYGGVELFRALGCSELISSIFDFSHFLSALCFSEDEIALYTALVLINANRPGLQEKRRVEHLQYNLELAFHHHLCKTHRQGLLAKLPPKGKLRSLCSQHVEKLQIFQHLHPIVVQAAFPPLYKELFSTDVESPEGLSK
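Using a luciferase readout, inhibitors were identified by reduced reporter activity in Drosophila cells coexpressing a copper-inducible Gal4–ROR gamma fusion and UAS-driven Photinus luciferase, incubated 20 hr after 700 uM copper sulfate.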
uPA surface inh = cell surface uPA generation inhibition. cell surface uPA generation assay, qHTS. Potency, µM (highest dose often 38.3 µM), for the others: at the top dose activity change, negative = inhibition, most hits filed as inhibitors. 330,000 tested, 0.31% active; active = well fitted inhibition curve with a large enough effect; inconclusive = small, poorly fitted or top-dose-only effect; inactive = no such curve, though single readings can be large or run the other way; tested in mouse RAW 264.7 cells; also: % is scaled to controls: 0 for no effect and ±100 for the full control effect; nearly all actives have a fitted effect of over 55% in size
FLuc modulator = firefly luciferase modulation, counter-screen for miR-21 project; Potency, µM (top dose mostly 57.5 µM), without a hit: top-dose activity change, negative = inhibition, most hits filed as inhibitors; purified FLuc, Km substrates, luminescence inhibition; P08659; 360,000 tested, 6.9% active;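 also: plate controls were vehicle for no effect and reference inhibitor for full effect; nearly all actives have a fitted effect of over 55% in size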
Target sequence (P08659 whole entry, looked up): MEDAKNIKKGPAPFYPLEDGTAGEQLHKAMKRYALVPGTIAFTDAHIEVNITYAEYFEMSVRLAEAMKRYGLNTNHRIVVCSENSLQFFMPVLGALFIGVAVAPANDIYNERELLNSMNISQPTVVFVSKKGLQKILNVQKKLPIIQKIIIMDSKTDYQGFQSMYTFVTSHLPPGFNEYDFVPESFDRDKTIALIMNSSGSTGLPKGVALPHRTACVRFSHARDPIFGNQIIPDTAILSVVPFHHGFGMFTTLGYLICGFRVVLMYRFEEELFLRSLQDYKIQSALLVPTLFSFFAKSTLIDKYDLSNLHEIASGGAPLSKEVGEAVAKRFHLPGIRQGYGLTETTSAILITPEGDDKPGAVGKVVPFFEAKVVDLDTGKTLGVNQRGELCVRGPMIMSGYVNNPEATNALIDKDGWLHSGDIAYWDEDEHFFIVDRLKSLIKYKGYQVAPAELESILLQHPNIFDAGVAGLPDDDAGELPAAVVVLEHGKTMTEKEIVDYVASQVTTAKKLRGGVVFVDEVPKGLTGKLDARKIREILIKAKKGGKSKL
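Purified P. pyralis luciferase, 10 nM final, with Km-level 10 uM D-luciferin and 10 uM ATP in 50 mM Tris acetate pH 7.5, 10 mM Mg acetate, 0.01% Tween-20, 0.05% BSA; 6-point qHTS titration about 60 µM downward; luminescence read.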
Rab9 promoter act = activates the Rab9 promoter. 320,000 tested, 2.8% active. Huh7 Rab9 promoter-luciferase reporter, luminescence, 24 h. Potency, µM (series often up to 9.22 µM), for the others: at the highest dose activation, negative = inhibition, actives largely listed as activators. AID 485297; also: % of control where 0% means no effect; nearly all actives have a fitted effect of over 60% in size
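Promoter activation is measured as luciferase luminescence in Huh7 cells stably transfected with a Rab9 promoter–luciferase construct, following 24 h compound exposure at 37 °C and 10 min reagent incubation at ambient temperature.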
BRCA1 expr act = activators of BRCA1 expression | MCF7-BRCA1-FFLuc reporter, luminescence, 48 h; response scale: scaled: vehicle 0%, 10 µM genistein 100% | Potency, µM (titrated, usually from 46.1 µM), for inactives: at the top dose activation, actives largely listed as activators | 380,000 tested, 1.1% active | AID 624202; also: nearly all actives have a fitted effect of over 80% in size; some results filed as inactive show a strong effect at the top dose
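48 h compound treatment of MCF7-BRCA1-FFLuc cells (phenol-red free MEM, 37 °C), then 15 min with luciferase substrate and luminescence imaging.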
ELG1 genotox = genotoxicity induction in ELG1-luciferase HEK293T cells; HEK293T ELG1-luciferase reporter, luminescence, 16 h; Potency, µM (top dose mostly 46 µM), without a hit: at the top dose activity change, positive = activation, hits mostly activators; 330,000 tested, 1.3% active; AID 504466; also: % of control where 0% means no effect; nearly all actives have a fitted effect of over 60% in size
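16 hr compound incubation (37 °C, 5% CO2) of HEK293T cells carrying luciferase-tagged ELG1; luciferase then measured by ONE-Glo luminescence after 30 min at RT.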
VP16 counter = Gal4-VP16 reporter inhibition counter-screen | Drosophila S2 Gal4-VP16 UAS-luciferase, luminescence, 20 h | Potency, µM (top dose mostly 53.6 µM), for the others: top-dose activity, negative = inhibition, most hits filed as inhibitors | 310,000 tested, 3.5% active | AID 2546;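 also: Gal4-VP16 expression switched on by copper sulfate through the metallothionein promoter; % is scaled to controls: 0 for no effect and ±100 for the full control effect; nearly all actives have a fitted effect of over 50% in size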
MBNL1 CUG block = inhibitors of human MBNL1 binding to CUG repeat RNA | TR-FRET MBNL1-His/biotin-(CUG)12 binding, 665/545 ratio | Potency, µM (series often up to 57.5 µM), for inactives: at the highest dose activity change, negative = inhibition, most hits filed as inhibitors | 280,000 tested, 0.036% active | AID 2675; active = well fitted inhibition curve with a large enough effect in the signal ratio, with a control signal flat, not every such curve was filed as active; inconclusive = small, poorly fitted or top-dose-only effect, or effect the other way, or a change in a side signal; inactive = no such curve, though single readings can be large or run the other way; the % refers to the signal ratio; also: % is scaled to controls: 0 for no effect and ±100 for the full control effect
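TR-FRET readout: Ex 340 nm, 665/545 nm emission ratio, normalized to buffer-only (basal) and MBNL1-(CUG)12 controls. Complex of MBNL1-His with Biotin-(CUG)12, compounds 92 nM–58 uM, incubated 60 min at room temperature.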
NPC1 prom act = activates the NPC1 promoter | Huh7 NPC1 promoter luciferase reporter, 24 h | Potency, µM (doses to about 9.22 µM), without a hit: at the highest dose activation, hits mostly activators | 320,000 tested, 2.4% active;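 also: % of control where 0% means no effect; nearly all actives have a fitted effect of over 60% in size; reporter is driven by a mutant NPC1 promoter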
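Huh7 reporter cells (NPC1 promoter driving luciferase) are dosed with compound for 24 h at 37 °C, 5% CO2; luciferase detection reagent is then added and luminescence measured after 10 min at ambient temperature.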
p53 reactivator = mutant p53 re-activation in reporter cells. H1299 p53-A138V BP100-luciferase reporter, luminescence, 24 h. Potency, µM (titrated, usually from 92.2 µM), without a hit: at the top dose activity change, positive = activation, hits mostly activators. 320,000 tested, 0.063% active; also: % of control where 0% means no effect; nearly all actives have a fitted effect of over 45% in size
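p53-null H1299 cells stably carrying temperature-sensitive p53-A138V and a BP100-luciferase reporter were pinned with compounds (4-point, 1:5 series) and held 24 hrs at 37 deg C. Luminescence was read 10 min after detection reagent.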
The depositor's hits bear a star; ? = inconclusive; . = not tested or not shown; [ ] = another dose, or the depositor's remark. Unless noted, calls follow the shape of the dose curve; as a rule, active = well fitted curve in the direction sought with a large enough effect; inconclusive = small, poorly fitted or top-dose-only effect, or another doubt; inactive = no such curve, though single readings can be large; an effect the other way counts as inactive or inconclusive. Potency is read from the fitted curve at half-maximal effect.

Every second line gives: RORgamma inh	uPA surface inh	FLuc modulator	Rab9 promoter act	BRCA1 expr act	ELG1 genotox	VP16 counter	MBNL1 CUG block	NPC1 prom act	p53 reactivator
- O=C(Oc1c(Cl)cc(Cl)c2cccnc12)c1ccco1
  0.28µM*	-12%	?	-1%	-88%	4%	?	2%	-9%	?
- Cc1cc(C)nc(-n2nc(C)cc2NC(=O)CNC(C)c2ccccc2)n1 (stereo not drawn)
  1.6µM*	-1%	3%	3%	-27%	-1%	-27%	0%	0%	2%
- Cc1cc(NCCCN2CCOCC2)n2c(nc3ccccc32)c1C#N
  -20%	10%	2%	-7%	7%	2%	-7%	9%	-2%	-5%
- CSC1=NNC(c2ccc(C(C)(C)C)cc2)=NN1
  -3%	?	12µM*	?	?	19%	23%	-9%	?	16%
- Cc1ccc(S(=O)(=O)N2CCN(C(=O)c3c(-c4ccccc4)noc3C)CC2)cc1
  18%	2%	1%	-1%	-1%	-2%	16%	1%	2%	0%
- CCC1CCCCN1S(=O)(=O)c1ccc(S(=O)(=O)N(Cc2cccs2)C2CC2)cc1 (stereo not drawn)
  12%[10 µM]	-2%	1%	4%	-16%	-4%	1%	4%	-1%	-2%
- CCN(CC)CCOC(=O)CCc1cccc2ccccc12
  -5%	7%	2%	-3%	-22%	1%	-9%	-5%	-4%	-1%
- Cc1ccc2c(c1)c1ncn(CCC3=CCCCC3)c(=O)c1n2C
  4%	3%	?	3%	19%	18%	11%	-7%	6%	4%
- COc1cccc(/C=C2/SC(=O)N(C)C2=O)c1OCc1ccc(C(=O)O)cc1
  -13%	-1%	-3%	-1%	2%	11%	6%	?	-1%	-1%
- CCc1ccc(OCc2ccc(C(=O)O)o2)cc1
  7.1µM*	0%	2.1µM*	?	?	?	?	-7%	?	-11%
- Cc1cc(C)c(CN2CCN(C(=O)Cn3cnc(C(=O)Nc4ccc(C)c(C)c4)n3)CC2)c(C)c1
  .	-5%	.	.	-48%	0%	.	.	.	-7%
- COc1ccc(CNC(=O)C(C)Sc2ccc(S(=O)(=O)N3CCOCC3)cn2)cc1 (stereo not drawn)
  .	1%	5%	2%	-24%	0%	.	.	0%	3%
- C/C(=N\NC(=O)c1nnn(-c2nonc2N)c1-c1cccs1)c1ccc(C)cc1
  -39%	0%	0%	-5%	5%	15%	-26%	1%	4%	-3%
- O=C(Cc1coc2ccc3ccccc3c12)N1CCc2ccccc21
  -9%	5%	2%	7%	-5%[1.84 µM]	-2%	3%	29%	?	-12%
- CCOc1ccc(CCNC(=O)CN2C(=O)NC3(CCCCC3C)C2=O)cc1OCC (stereo not drawn)
  .	-1%	2%	-2%	-26%	-10%	.	.	-1%	-2%
- O=C(O)CC/C(=C\c1ccc(N2CCCC2)c([N+](=O)[O-])c1)c1nc2ccccc2s1
  16%	.	?	1%	-5%	7%	-13%	11%	-5%	-4%
- NC(=O)c1ccccc1N/C=C/C(=O)c1cccs1
  ?	-11%	2.7µM*	0.89µM*	?	2.1µM*	11%	?	1.8µM*	?
- Cc1ccc(O)c(NC(=O)Cc2ccc3ccccc3c2)c1
  31%	-10%	?	-7%	0%	-7%	-14%	8%	0%	-29%
- N=c1n(CCN2CCCCC2)c2ccccc2n1CC(=O)c1ccc(Cl)c(Cl)c1
  24%	-5%	-5%	1%	-76%	-2%	-9%	5%	1%	7%
- Cc1ccccc1NS(=O)(=O)c1ccc(NC(=O)N2CCCCC2)cc1
  .	-1%	-2%	2%	-17%	1%	.	1%	5%	.
- COC(=O)c1cc(OC)c(OC)cc1NC(=S)N1CCCC(CO)C1 (stereo not drawn)
  -13%	.	1%	1%	1%	4%	7%	5%	2%	3%
- Cc1ccc(S(=O)(=O)N2CCOCC2)cc1C(=O)N1CCN(Cc2ccccc2)CC1
  .	-2%	12%	-6%	-31%	0%	.	.	-5%	1%
- Cc1c(N/N=C(\C#N)C(=O)c2ccccc2)c(=O)n(-c2ccccc2)n1C
  16µM*	-14%	-1%	-17%	-58%	-4%	?	19%	-16%	?
- OCCOCCNc1ncnc2c1c(-c1ccccc1)cn2-c1ccccc1
  -13%	-1%	0%	5%	-17%	0%[9.26 µM]	-2%	-2%	0%	-9%
- COc1ccc(S(=O)(=O)NNC(N)=S)cc1
  -25%	2%	-1%	9%	-3%	-1%	1%	-2%	-4%	-4%
- O=C(NCC(=O)N(c1ccc(Cl)cc1)C(C(=O)NC1CCCC1)c1ccncc1)c1ccco1 (stereo not drawn)
  -10%	-2%	1%	-3%	-17%	4%	3%	4%	2%	-3%
- Cc1ccc(C(=O)C2CCN(S(=O)(=O)c3ccccc3C(=O)O)CC2)cc1
  -7%	0%	-2%	0%	9%	2%	?	-2%	-3%	2%
- CCCCn1c(N)c(N2CCOCC2)c(=O)n(CC(=O)NCCc2ccccc2)c1=O
  11%	3%	0%	-6%	-16%	-1%	1%	5%	-5%	4%
- CCCNC(=O)Nc1ccccc1C(=O)Nc1ccc(OC)cc1
  -1%	-1%	-15%	0%	-13%	-2%	12%	-9%	1%	2%
- COC(=O)N/N=C/c1c(C)cc(C)cc1C
  22%	-2%	-14%	0%	17%	0%	-5%	-8%	-3%	-1%

Printed as active in NPC1 prom act, among the entries above:
| Structure | RORgamma inh | uPA surface inh | Rab9 promoter act | BRCA1 expr act | NPC1 prom act | p53 reactivator |
| --- | --- | --- | --- | --- | --- | --- |
| NC(=O)c1ccccc1N/C=C/C(=O)c1cccs1 | ? | -11% | 0.89µM* | ? | 1.8µM* | ? |

Four compounds out of the list above, sorted by their value in RORgamma inh, lowest first.
SMILES	RORgamma inh	uPA surface inh	Rab9 promoter act	BRCA1 expr act	NPC1 prom act	p53 reactivator
O=C(Oc1c(Cl)cc(Cl)c2cccnc12)c1ccco1	0.28µM*	-12%	-1%	-88%	-9%	?
Cc1cc(C)nc(-n2nc(C)cc2NC(=O)CNC(C)c2ccccc2)n1 (stereo not drawn)	1.6µM*	-1%	3%	-27%	0%	2%
CCc1ccc(OCc2ccc(C(=O)O)o2)cc1	7.1µM*	0%	?	?	?	-11%
Cc1c(N/N=C(\C#N)C(=O)c2ccccc2)c(=O)n(-c2ccccc2)n1C	16µM*	-14%	-17%	-58%	-16%	?

Reformatted as labelled records: two of the compounds above
canonical_smiles: O=C(Oc1c(Cl)cc(Cl)c2cccnc12)c1ccco1
- RORgamma inh: 0.28µM*
- uPA surface inh: -12%
- FLuc modulator: ?
- Rab9 promoter act: -1%
- BRCA1 expr act: -88%
- ELG1 genotox: 4%
- VP16 counter: ?
- MBNL1 CUG block: 2%
- NPC1 prom act: -9%
- p53 reactivator: ?
canonical_smiles: CCOc1ccc(CCNC(=O)CN2C(=O)NC3(CCCCC3C)C2=O)cc1OCC (stereo not drawn)
- RORgamma inh: .
- uPA surface inh: -1%
- FLuc modulator: 2%
- Rab9 promoter act: -2%
- BRCA1 expr act: -26%
- ELG1 genotox: -10%
- VP16 counter: .
- MBNL1 CUG block: .
- NPC1 prom act: -1%
- p53 reactivator: -2%

New compounds follow
Every second line gives: RORgamma inh	uPA surface inh	FLuc modulator	Rab9 promoter act	BRCA1 expr act	ELG1 genotox	VP16 counter	MBNL1 CUG block	NPC1 prom act	p53 reactivator
- COc1ccc2c(c1)CCc1cnc(N)nc1-2
  -2%	-9%	?	-2%	63%	-8%	6%	7%	-4%	5%
- Cc1ccccc1CNC(=O)Cc1ccccc1[N+](=O)[O-]
  11%	-6%	17µM*	4µM*	14µM*	?	18%	?	?	?
- COc1cccc(N2CCN(c3ccc4nnc(CCC(=O)Nc5ccc(OC)c(OC)c5)n4n3)CC2)c1
  12%	2%	2%	-6%	-2%	-6%	-2%	4%	-2%	2%
- CC(/C=C/c1ccc2c(c1)OCO2)=N/NC(=O)c1cccnc1
  3.5µM*	-2%	?	-1%	16%	-3%	6.3µM*	.	3%	?
- O=c1c(-c2ccc(Cl)cc2)[n+]([O-])c2ccccc2n1OCc1ccccn1
  -11%	.	-1%	0%	-6%	2%	-5%	?	1%	0%
- O=C(COC(=O)C1(c2ccccc2F)CCCC1)N1CCN(C(=O)c2ccco2)CC1
  ?	-4%	5%	0%	-3%	-4%	3%	4%	0%	-1%
- Cn1c2ccc(F)cc2c2nc3ccccc3nc21
  25%	-10%	?	12%	7%	?	3%	?	28%	-2%
- NN/C(=C\[N+](=O)[O-])Nc1ccc(Cl)cc1
  ?	3%	?	-4%	87%	-1%	-12%	14%	0%	8%
- COc1ccc2c(c1)OC[C@H]1[C@H]2N2C(=O)CN(Cc3ccco3)C(=O)[C@@]2(C)[C@H]1c1ccccc1
  .	-5%	1%	-13%	-17%	-1%	.	.	0%	-12%
- O=C(/C=C/c1ccc2c(c1)OCO2)c1ccc(F)cc1
  ?	-26%	4.3µM*	4%	52%	9%	21%	15%	1%	?
- Cc1cccc(N2CCN(C(=O)Cc3cn(C)c4ccccc34)CC2)c1C
  ?	-10%	1%	0%	-78%	-4%	-9%	-16%	0%	-9%

Nothing new here: 2 of the compounds above.
Every second line gives: RORgamma inh	uPA surface inh	FLuc modulator	Rab9 promoter act	BRCA1 expr act	ELG1 genotox	VP16 counter	MBNL1 CUG block	NPC1 prom act	p53 reactivator
- O=C(/C=C/c1ccc2c(c1)OCO2)c1ccc(F)cc1
  ?	-26%	4.3µM*	4%	52%	9%	21%	15%	1%	?
- Cc1cccc(N2CCN(C(=O)Cc3cn(C)c4ccccc34)CC2)c1C
  ?	-10%	1%	0%	-78%	-4%	-9%	-16%	0%	-9%
